# Screening data (PubChem BioAssay)
# CaV13 ICDI inh: Disruptors of the CACNA1D IQ motif to Ca2+-dependent inactivation inhibitor domain association, primary screening, Förster resonance energy transfer in intact living … | HEK cells, CFP/YFP FRET ICDI-IQ, plate reader, 10 min; percent FRET-ratio fall versus neutral wells | inhibition, % at 12.3 µM | 0.098% of 340,000 active | AID 743397;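 active = mean replicate inhibition of at least 30% and at least 1% of replicates passing that level; inconclusive = only one of the two criteria is met; inactive = neither criterion is met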;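 also: 0% = median of the neutral control wells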
# Vif inh: inhibitors of HIV Vif; HEK293T cells, Vif self-association by quenched fluorescence, imaging, 24 h; inhibition, % at 7.49 µM; 0.35% of 340,000 active; AID 602346; in the data active = inhibition above about 50%, passing the limit was not always enough; inconclusive = no clear call, values can overlap the other calls; inactive = below about 31%; also: some results filed as inactive read as strong as hits
# ABCB6 inh MLPCN: inhibitors of human ABC transporter ABCB6; Q9NP58; K562-ABCB6 porphyrin accumulation, flow cytometry, 1 h; stronger effect = lower value; fluorescence ratio to DMSO, % at 10 µM; 0.19% of 360,000 active; AID 602162;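 active = fluorescence ratio to DMSO below 75%, the collection mean minus 3 SD; inconclusive = too few cells collected in the well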;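 also: signal is porphyrin accumulated inside mitochondria; 100% equals median channel fluorescence of DMSO control wells; lower ratio means ABCB6 inhibition with less porphyrin fluorescence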
# Target sequence (Q9NP58 whole entry, looked up): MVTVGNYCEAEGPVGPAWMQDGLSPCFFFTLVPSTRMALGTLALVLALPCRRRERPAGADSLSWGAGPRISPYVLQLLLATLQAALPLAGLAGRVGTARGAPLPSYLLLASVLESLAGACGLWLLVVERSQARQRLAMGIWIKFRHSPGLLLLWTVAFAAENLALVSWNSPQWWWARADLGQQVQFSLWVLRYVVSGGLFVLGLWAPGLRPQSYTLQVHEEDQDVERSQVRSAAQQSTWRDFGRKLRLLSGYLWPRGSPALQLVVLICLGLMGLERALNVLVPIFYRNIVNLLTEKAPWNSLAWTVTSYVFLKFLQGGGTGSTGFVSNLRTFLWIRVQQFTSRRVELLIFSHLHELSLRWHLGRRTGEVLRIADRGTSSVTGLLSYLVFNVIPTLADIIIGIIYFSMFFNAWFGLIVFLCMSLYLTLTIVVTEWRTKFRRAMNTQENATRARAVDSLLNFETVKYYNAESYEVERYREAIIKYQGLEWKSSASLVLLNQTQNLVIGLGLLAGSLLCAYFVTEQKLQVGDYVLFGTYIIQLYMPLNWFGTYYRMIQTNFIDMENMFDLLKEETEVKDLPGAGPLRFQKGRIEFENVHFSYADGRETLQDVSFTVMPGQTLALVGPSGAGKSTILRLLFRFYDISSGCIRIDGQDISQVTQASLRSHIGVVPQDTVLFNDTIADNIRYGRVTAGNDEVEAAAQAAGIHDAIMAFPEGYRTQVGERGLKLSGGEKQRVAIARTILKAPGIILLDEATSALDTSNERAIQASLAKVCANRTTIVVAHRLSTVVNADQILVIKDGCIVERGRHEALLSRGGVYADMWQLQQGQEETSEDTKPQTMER
# aDG glyco act: alpha-DG glycosylation activation; Pro5-aDG cells, alpha-DG glycosylation AlphaScreen (IIH6); 0% Pro5, 100% B10-LARGE cell signal; activation, % at 10 µM; 0.22% of 360,000 active;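 active = activation of at least 8% versus controls, or a plate z-score of at least 8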;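 also: Pro5 are CHO cells carrying HIG-tagged alpha-DG that lacks glycosylation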
# HTR2A ag: agonists of mouse serotonin 5-HT2A receptor (HTR2A) | activation, % at 7.6 µM | 0.66% of 360,000 active | CHO-K1 mHTR2A beta-arrestin complementation, luminescence; percent of 30 µM serotonin response | P35363;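 active = activation above a run cutoff, the mean activation of all tested compounds plus 3 SD, cut at about 14% in these data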;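 also: 0% = plate median of compound wells and 100% = 30 µM serotonin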
# PDI turbidity: PDI (human) enzyme inhibition | inhibition, % at 10 µM | 0.052% of 350,000 active | P07237 | PDI insulin aggregation turbidity, A650, 90 min;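 active = mean inhibition across replicates of 30% or more, whatever share of single replicates reach that level; inconclusive = mean inhibition below 30% while every single replicate reaches 30%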;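 also: absorbance from insulin aggregation driven by PDI reduction with DTT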
# Glyco luc inh: N-linked glycosylation inhibition | D54 ERlucT glycosylation luciferase reporter, 24 h; percent of 100 nM tunicamycin response | reporter increase, % at 12.5 µM | 0.23% of 360,000 active | AID 588692;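 active = mean luciferase reporter signal, scaled so untreated is 0 and the glycosylation-blocking control 100, at or above a set limit in every replicate; inconclusive = mean reaches the limit but not every replicate does; inactive = mean below the limit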;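 also: luciferase carries N-glycosylation sites so blocking glycosylation raises the light; 0% = median of neutral control wells and 100% = median of 100 nM tunicamycin wells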
# MC4R barr agon: human MC4R agonism via beta-arrestin. 0.98% of 360,000 active. P32245. U2OS MC4R beta-arrestin complementation, luminescence; percent of melanotan II response, DMSO zero. AID 540308. activation, % at 8.9 µM;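 active = activation above a per-plate cutoff, the mean activation of sample wells on that plate plus 3 SD, cut at about 8% in these data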
# H9c2 protect: myocardial damage modulation in H9c2 cells. H9c2 cardiomyocytes, H2O2 injury protection, ATPLite, 2 h. protection from H2O2 cell death, % at 20 µM. 0.63% of 360,000 active;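 active = compounds giving at least 50% protection of heart cells from peroxide-induced death in the single-dose screen, raw or plate-pattern-corrected value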;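 also: 0% = DMSO wells with peroxide and 100% = DMSO wells without peroxide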
# MC4R antagonist: antagonists of human melanocortin 4 receptor (MC4R); P32245; MC4R-expressing cells, MTII-stimulated cAMP, LANCE TR-FRET; inhibition, % at 6.5 µM; 0.48% of 360,000 active; AID 540295;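 active = inhibition above its plate's cutoff, the mean of tested wells on that plate plus 3 SD, cut at about 29% in these data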;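 also: 0% = Melanotan II alone and 100% = Melanotan II plus saturating MCL0020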
#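 Material: human MC4R-expressing U2OS cells. Probe or stimulus: Melanotan II challenge. Dosing: 6.5 µM single dose. Times: 30-min compound, 1-h challenge, 1-h detection, room temperature. Technique: TR-FRET with Eu-cAMP and labeled anti-cAMP, 671 nm. Replication: singlicate.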
# An asterisk follows results filed as active; ? = inconclusive; · = no result given.
SMILES,CaV13 ICDI inh,Vif inh,ABCB6 inh MLPCN,aDG glyco act,HTR2A ag,PDI turbidity,Glyco luc inh,MC4R barr agon,H9c2 protect,MC4R antagonist
CCc1ccc(/C([O-])=C(/C(=S)NCCN2CCOCC2)[n+]2ccccc2)cc1,-11.1,7.0,95.0,-0.1,0.2,-13.7,1.8,1.1,4.1,1.9
CC1(C2CC2)NC(=O)N(CC(=O)NCc2ccc(Cl)cc2Cl)C1=O (stereo not drawn),-5.4,-4.7,101.0,0.0,8.3,8.2,-0.4,0.4,3.7,-1.5
O=C(CNC(=O)c1ccco1)NCC(c1ccco1)N1CCCCC1 (stereo not drawn),-5.6,19.8,96.0,0.0,3.0,-6.3,-2.2,-1.2,3.2,2.7
CCCC(=O)NCCCc1nc2ccccc2n1C,-4.6,-6.2,99.0,0.4,-1.3,·,-12.8,0.8,1.2,8.0
Clc1ccc(COc2cccc(CNCc3ccncc3)c2)cc1,-5.9,-4.0,93.0,6.0,-6.2,5.4,-3.1,-1.7,-19.4,1.2
CCN(c1ccccc1)S(=O)(=O)c1ccc(Cl)c(NC(=O)COC(=O)C2CC2C)c1 (stereo not drawn),2.8,·,99.0,-0.1,-4.6,-7.4,-3.1,-2.3,-10.2,0.9
Cc1cc(C)n(C(=O)CCC(=O)NCc2ccccc2)n1,-9.2,1.6,101.0,-0.1,8.1,3.3,-0.8,0.8,5.4,0.4
O=C(Nc1ccc(Cl)cc1)C1=Cc2ccccc2OC1,·,-17.7,103.0,0.1,-5.7,-1.4,-9.7,4.7,-25.1,11.8
CCCn1c(C)nnc1SCC(=O)NC1CCCCC1,-6.3,·,95.0,0.3,4.9,1.1,-1.6,-1.9,2.1,4.0
Cc1ccccc1OCCCCN1CCCCC1,-3.3,1.8,104.0,-0.1,-7.9,-2.6,1.2,-1.9,-6.3,9.1
CC(C)C(=O)N1CCN(c2ccccc2NC(=O)c2cccc(Cl)c2)CC1,·,-5.8,150.0,0.6,-3.2,-3.5,2.0,-2.0,5.9,-0.2
Cc1ccc2[nH]c(=O)c(CN(CCCN(C)C)C(=S)NCCc3ccccc3)cc2c1,4.1,8.0,103.0,1.6,-11.7,-0.7,1.5,-0.2,2.9,14.5
O=[N+]([O-])c1cccc(-c2cc(C(F)(F)F)n3nc(-c4ccccc4)cc3n2)c1,-6.0,3.5,101.0,-0.1,-2.7,0.1,7.9,-2.4,-10.2,17.9
CCn1c(-c2ccoc2C)n[nH]c1=S,-1.9,-5.5,101.0,0.1,5.4,2.0,0.9,-1.0,6.6,10.3
CC1(C)Cc2c(sc3nc4n(-c5ccccc5)cnn4c(=O)c23)CO1,-4.1,14.0,101.0,0.0,1.9,-3.7,3.8,3.9,6.4,-0.5
Cc1ccc(C(=O)O)cc1-c1ccc(/C=C2\SC(=O)N(CC(=O)Nc3ccc4c(c3)OCO4)C2=O)o1,·,8.1,97.0,0.1,-1.2,7.2,-2.0,-2.4,-3.9,9.3
CC(=O)c1ccc(N(C(=O)Cn2nnc(-c3ccccc3)n2)C(C(=O)NC2CCCCC2)c2ccccn2)cc1 (stereo not drawn),-4.0,-1.2,99.0,0.1,-0.2,-4.2,2.6,-2.6,-2.6,1.8
OC1CCCN(c2c3c(nc4cc(-c5cccc(Cl)c5)nn24)CCC3)C1 (stereo not drawn),·,-1.5,89.0,-0.1,-1.6,8.6,-3.4,-0.9,46.2,-0.7
O=C(NC1CCCCC1)C(c1cccnc1)N(C(=O)c1csnn1)C1CCCC1 (stereo not drawn),-4.5,0.0,99.0,1.3,-1.3,-4.8,1.0,-2.3,3.1,11.4
O=C(CSc1nnc(-c2ccccc2O)o1)N1CCCCC1,-3.4,13.2,99.0,-0.1,-7.4,-10.9,-1.9,0.6,-11.5,3.4
CCCc1cc(C(=O)NCc2ccc(OC)cc2)no1,-5.5,·,97.0,-0.1,-4.6,·,-0.6,0.3,-2.0,-0.9
O=C(NCCS(=O)(=O)N1CCN(c2ccccc2)CC1)c1ccc(Br)o1,-5.4,-1.1,100.0,0.0,-7.6,-2.3,-0.2,4.2,-3.6,0.6
COc1ccccc1C1CCN(Cc2cccc3ccccc23)CC1,-20.1,5.8,68.0*,0.0,-7.6,6.7,-3.6,1.8,-5.7,4.6
C/C(=C\c1ccccc1)CN1CCC(C(=O)N2CCCCC2)CC1,-3.0,-0.9,99.0,0.1,-3.1,6.4,1.9,-0.4,0.3,-5.4
N#Cc1ccc(Oc2nc(C#N)cc(-c3ccccc3)n2)cc1,-2.5,-1.9,91.0,0.7,-1.5,2.7,-3.1,-0.6,-5.0,5.7
CC(C)OCCCNC(=O)CN1C(=O)CSc2ccc(S(=O)(=O)N3CCOCC3)cc21,-5.4,0.4,102.0,-0.2,1.0,6.2,0.9,0.0,-0.3,12.7
O=C(Cn1nc(-c2ccc(Cl)cc2)ccc1=O)NCCN1CCOCC1,-3.7,15.5,98.0,-0.3,-1.4,0.5,0.1,-1.3,-15.9,4.0
O=C(NCCO)/C(=C\c1ccco1)NC(=O)c1cccs1,-4.2,2.4,104.0,1.9,2.2,-4.0,1.5,2.9,-5.6,20.3
CC1=Nc2ccccc2N=C(NC(=O)CSc2nnnn2-c2ccccc2)C1c1ccccc1 (stereo not drawn),-2.3,4.1,99.0,0.8,-3.0,2.2,-2.1,-1.3,3.5,1.9
Cc1ccc(NC2=CC(=O)CC(c3ccccc3)C2)cc1 (stereo not drawn),-0.2,-2.2,102.0,0.0,-3.4,-2.7,15.6,3.0,3.7,-9.7
O=C(OCC(=O)N1CCN(C(=O)c2ccco2)CC1)c1cn(-c2ccccc2)nc1-c1ccccc1,-6.3,-2.0,94.0,0.2,2.3,5.0,-1.8,1.7,16.6,13.0
CC[C@]12c3[nH]c4cc(-c5ccco5)ccc4c3CCN1C(=O)[C@@H](CC(=O)NCC13CC4CC(CC(C4)C1)C3)C[C@@H]2C(=O)N1CCN(C(=O)c2ccco2)CC1,-7.3,·,96.0,-0.1,2.8,?,1.0,-0.3,32.8,7.6
COc1ccc(CC(=O)Nc2c3c(nn2-c2cccc(C)c2C)CS(=O)(=O)C3)cc1,-3.2,·,91.0,-0.2,1.2,11.7,-1.1,-0.6,2.5,19.0
CCC(C)NCCOCCOc1ccc(F)cc1 (stereo not drawn),-3.5,18.1,99.0,0.1,3.9,0.7,-0.1,1.3,-2.4,15.9
COc1ccc2[nH]c3c(c2c1)CCN1C(=O)N([C@@H](C)C(=O)NCCc2ccc(OC)c(OC)c2)C(=O)[C@]31C,·,-9.4,94.0,-0.3,3.9,·,0.6,1.6,-1.7,6.1
CC(C)COc1ccc(C2NC(=O)NC2=O)cc1 (stereo not drawn),-5.7,-5.7,97.0,0.0,-0.2,1.9,0.2,-1.0,-1.9,0.5
CCCN1CCN(C(=O)Cn2ncc3ccccc32)CC1,13.4,12.9,102.0,0.1,1.4,-2.9,1.5,1.3,1.9,4.0
CN(C)C(=O)CCc1ccc2c3c([nH]c2c1)[C@]1(C)[C@@H](C(=O)N2CCCCC2)C[C@H](CC(=O)NCCC2=CCCCC2)C(=O)N1CC3,-6.6,71.8*,96.0,0.1,2.8,5.7,-1.1,-0.5,-0.5,-3.3
CCCN(C)C[C@H]1OCc2cnnn2CCCC(=O)N([C@H](C)CO)C[C@@H]1C,-5.8,·,103.0,0.0,3.7,·,0.5,·,8.0,·
Cc1ccc(-c2nnn(CC(=O)N3CCN(c4nc5ccccc5s4)CC3)n2)cc1,-5.1,7.1,94.0,-0.1,4.3,1.4,2.2,1.9,-7.5,4.6

# Reformatted tab-delimited: entries from further up
smiles	CaV13 ICDI inh	Vif inh	ABCB6 inh MLPCN	aDG glyco act	HTR2A ag	PDI turbidity	Glyco luc inh	MC4R barr agon	H9c2 protect	MC4R antagonist
O=C(NCCO)/C(=C\c1ccco1)NC(=O)c1cccs1	-4.2	2.4	104.0	1.9	2.2	-4.0	1.5	2.9	-5.6	20.3
COc1ccc(CC(=O)Nc2c3c(nn2-c2cccc(C)c2C)CS(=O)(=O)C3)cc1	-3.2	·	91.0	-0.2	1.2	11.7	-1.1	-0.6	2.5	19.0
Cc1ccc2[nH]c(=O)c(CN(CCCN(C)C)C(=S)NCCc3ccccc3)cc2c1	4.1	8.0	103.0	1.6	-11.7	-0.7	1.5	-0.2	2.9	14.5

# Further structures.
SMILES,CaV13 ICDI inh,Vif inh,ABCB6 inh MLPCN,aDG glyco act,HTR2A ag,PDI turbidity,Glyco luc inh,MC4R barr agon,H9c2 protect,MC4R antagonist
Cc1noc(C)c1CSCC(=O)Nc1nc2ccc(Oc3ccccc3)cc2s1,·,-9.3,98.0,0.8,-0.1,9.7,-6.7,0.9,-21.7,2.6
CN(C)CCCNC(=O)/C(=C\c1ccc(-c2cccc([N+](=O)[O-])c2)o1)NC(=O)c1ccccc1,-2.2,·,106.0,-0.4,2.4,1.1,-3.6,-0.1,-8.1,-24.4
CCCC[n+]1ccn(-c2nc3ccccc3nc2[N-]S(=O)(=O)c2ccc(C)cc2)c1,-7.3,-5.9,103.0,0.1,9.9,-4.6,-3.7,-1.2,-10.9,13.2
COc1ccc(S(=O)(=O)NNC(=O)Nc2ccc(C)cc2C)c(OC)c1,-6.6,·,94.0,-0.1,4.8,-3.6,2.6,-1.5,-1.7,10.4
CC(=O)Nc1ccc(OCC(O)CN2CCCCC2C)cc1 (stereo not drawn),-5.4,-1.3,104.0,-0.2,4.1,9.9,0.0,0.6,-0.3,8.8
CCOCCCNC(=O)C(NC(=O)c1ccccc1O)c1ccc(Cl)cc1 (stereo not drawn),·,-29.6,90.0,0.0,1.0,3.7,-4.1,2.6,8.2,18.5
COc1cccc(NC(=O)CN2C(=O)NC(C)(CCC(C)C)C2=O)c1 (stereo not drawn),-2.5,·,95.0,0.3,-0.8,1.1,4.6,-2.4,4.1,-4.1
CC(C)[C@H](NC(=O)N1CC(=O)Nc2ccccc21)C(=O)N[C@@H](C(=O)O)c1ccccc1,-13.2,-1.6,92.0,-0.2,3.4,-10.5,0.4,-2.0,3.7,3.9
CC(C)(C)C(=O)Nc1ccccc1C(=O)OCC(=O)c1ccc2c(c1)OCCO2,-7.8,-2.5,92.0,0.1,-1.8,-18.3,-0.2,0.6,-9.8,2.3
Cc1cc(C)cc(N(CC(=O)NCc2ccc3c(c2)OCO3)C(=O)CCC(=O)Nc2ccccn2)c1,-0.1,·,95.0,0.6,-0.5,7.9,0.7,0.2,-1.3,-4.9
CC(C)(C)NC(=O)CN(C(=O)CCC(=O)Nc1nccs1)c1ccc(F)c(Cl)c1,-20.2,·,94.0,-0.1,1.0,-1.7,0.0,-0.3,-0.7,2.4
Cc1ccc(OCCCCN2CCc3ccccc3C2)cc1,-19.5,-1.0,100.0,0.0,-13.0,-3.2,-1.1,3.6,-6.4,1.8
CC(/C=N/NC(=O)c1cc(-c2ccncc2)nc2ccccc12)=C\c1ccco1,·,31.7,98.0,-0.2,-3.0,-0.8,12.0,0.0,26.4,-25.0
